Source: PubChem BioAssay
Lipid storage S3: qHTS Assay for Lipid Storage Modulators in Drosophila S3 Cells | 320,000 tested, 0.64% active | Drosophila S3 cells, BODIPY lipid droplet fluorescence, 18-24 h; cells fed with added oleic acid | Potency in µM for hits, for the others lipid storage change, negative = inhibition, % at the top dose, mostly 46.1 µM | AID 2685; active = well fitted inhibition curve with a large enough effect in the signal ratio, with a control signal flat, not every such curve was filed as active; inconclusive = small, poorly fitted or top-dose-only effect, or effect the other way, or a change in a side signal; the % refers to the signal ratio
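Drosophila S3 cells got compounds at several concentrations plus oleic acid (400 uM solution). Laser-scanning cytometry with 488 nm excitation read lipid droplets at 500-530 nm and cells at 575-640 nm. Percent activity was relative to 20 uM Triacsin C.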
Lipid storage S3 cell count max: recorded beside Lipid storage S3, whose call it bears; cell number change, %; measured here: cell count max response;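 cells counted by Cell Tracker Red CMTPX staining in the red channel; peak over a dose series mostly up to 46.1 µM; percent activity relative to internal control wells on each plate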
Starred values were filed as active, the others as inactive; i = inactive; ? = inconclusive; / = no result given; [ ] = remark or other dose. % is scaled to controls: 0 for no effect and ±100 for the full control effect; potency is read from the fitted curve at half-maximal effect.

Lipid storage S3,Lipid storage S3 cell count max,molecule
i,/,CC(C)N1CCc2c(sc(NC(=O)c3nc4ccccc4s3)c2C(N)=O)C1
4.0%,-1.6,Cc1ccc(/C=N/NC(=O)CNC(=O)Cc2ccccc2)o1
i,-27.4,COc1cc(C(=O)N/N=C(\C)Cn2nc([N+](=O)[O-])cc2C)ccc1O
-7.8%,19.8,Cc1cccc2sc(NS(C)(=O)=O)nc12
?,/,Clc1ccc(-c2nnc(-c3ccc(Br)cc3)c(N3CCSCC3)n2)cc1
?,/,C=CCSc1nnc(-c2ccc([N+](=O)[O-])cc2)o1
-10.0%[9.22 µM],/,N#Cc1cc(S(=O)(=O)c2ccc(Cl)cc2)c(N)[nH]c1=O
i,/,C/C(=N\NC(=O)c1ccc(CSc2nncn2C)cc1)c1cccs1
?,/,COC(=O)Nc1cc(C)nc2ccccc12
-1.2%,-3.7,NC(=O)N/N=C/c1coc2ccc(O)cc2c1=O
?,/,CN(C)S(=O)(=O)N(CC(=O)Nc1cccc(F)c1)c1ccccc1
?,/,Cc1[nH]n(-c2ccc(C(=O)O)cc2)c(=O)c1CCO
-5.3%,1.2,O=C(Nc1cc(S(=O)(=O)N2CCOCC2)ccc1N1CCOCC1)c1ccc(Cl)nc1
?,/,O=C(Nc1ncc([N+](=O)[O-])s1)c1ccco1
?,/,COC(=O)c1cccc(NC(=O)c2onc3c2CCCC3)c1
-1.3%,8.0,COc1ccccc1CNC(=O)CN1C(=O)NC2(CCCc3sccc32)C1=O (stereo unspecified)
?,/,O=c1cc(CSc2ccccn2)c2ccccc2[nH]1
?,/,O=C(CCC(=O)N1CCN(Cc2ccc(F)cc2)CC1)Nc1nnc(C(F)(F)F)s1
?,/,COc1ccc(CCNC(=O)C2CCN(S(=O)(=O)c3ccc(SC)cc3)CC2)cc1
?,/,COc1cc(/C=C2/NC(=O)N(CC(=O)Nc3ccc(C)cc3)C2=O)ccc1Oc1ccc([N+](=O)[O-])cn1
-2.9%,5.6,CC1(C)COCN1C(=O)c1ccc(C#N)cc1
23.5%,29.1,N#C/C(=C(O)\C=C\c1ccccc1)c1nc2ccccc2[nH]1
?,/,CCN(Cc1ccccc1)S(=O)(=O)c1ccc(C(=O)N(CCCN(C)C)c2nc3cc(C)cc(C)c3s2)cc1
?,/,CCC/C(O)=C1\C(=O)CC(c2ccccc2)CC1=NC(C)C(=O)O (stereo unspecified)
0.8%,5.8,Cc1ccc(NC(=O)COC(=O)c2sccc2C)cc1S(=O)(=O)N1CCOCC1
?,/,CCCCCCCCCCOC(=O)Cn1c(COc2cccc(C)c2)[n+](C)c2ccccc21
?,/,CCCn1c(SCC(=O)Nc2nc3ccccc3s2)nc2c1c(=O)n(C)c(=O)n2C
-10.8%,-10.9,Cc1ccc(NC(=O)C(C)Sc2nnc(C)n2C2CC2)cc1S(=O)(=O)N1CCOCC1 (stereo unspecified)
-5.3%,-7.3,NC(=O)c1nsc(C(=O)N(Cc2ccc(F)cc2)C(C(=O)NCC2CCCO2)c2ccc(O)cc2)c1N (stereo unspecified)
i,-17.8,CN1CCN(C(=O)CN(CCc2ccccc2)S(C)(=O)=O)CC1

2 compounds picked at random from those above, as already listed:
Lipid storage S3,Lipid storage S3 cell count max,molecule
i,/,C/C(=N\NC(=O)c1ccc(CSc2nncn2C)cc1)c1cccs1
?,/,CCC/C(O)=C1\C(=O)CC(c2ccccc2)CC1=NC(C)C(=O)O (stereo unspecified)

Going on with the list:
Lipid storage S3,Lipid storage S3 cell count max,molecule
?,/,O=C(Nc1ccc(Cl)c(Cl)c1)N(Cc1cccnc1)Cc1ccco1
?,/,CC(C)CN(C(=O)CSc1nnc2ccccn12)c1c(N)n(CC(C)C)c(=O)[nH]c1=O
4.5%,-9.4,CC1CCCN(CCC(=O)c2ccc(Br)cc2)C1 (stereo unspecified)
-5.2%,3.9,COCCNC(=S)N1CCN(c2nc(-c3cccc(OC)c3)cs2)CC1
?,/,Cn1c(SCc2cccc(C(F)(F)F)c2)nnc1-c1ccco1
?,/,COc1ccc(NC(=O)c2cccnc2Sc2ccccc2)c(OC)c1
7.0%,-17.1,O=C(CSc1nnc(NCc2ccccc2)s1)N1CCOCC1
?,/,CCN(C(=O)COC(=O)c1cc(-c2ccccc2)nc2ccc(Br)cc12)C1CCS(=O)(=O)C1 (stereo unspecified)
-1.7%,0.4,O=C(O)c1ccc(CP(=O)(c2ccccc2)c2ccccc2)cc1
?,/,O=C(c1ccncc1)N1C2C=CC(C2)C1(C(F)(F)F)C(F)(F)F (stereo unspecified)
?,/,COCCn1c(SCC(=O)Nc2ccc(OC)cc2OC)nc2ccccc2c1=O
?,/,COCCn1c(SCC(=O)Nc2cc(C)on2)nc2ccccc2c1=O
2.8%,2.5,S=c1[nH]nc(-c2ccc(Br)cc2)n1-c1ccc2c(c1)OCCO2
?,/,Cc1cc(=O)oc2c(C)c(OC(C)C(=O)NCc3ccccn3)ccc12 (stereo unspecified)
i,2.9,Cc1cc(S(=O)(=O)NCc2cccnc2)ccc1-n1cnnn1
-3.8%,-16.3,CCOC(=O)Cc1c(C)nc2cc(C)nn2c1C
?,/,Cc1cccc(C(=O)Nc2nnc(-c3ccc(C(C)(C)C)cc3)s2)c1
?,/,Cc1c(-c2ccco2)[n+](=O)c2c(n1[O-])CCCCC2
27.9%,15.3,O=C(O)c1ccc(NS(=O)(=O)c2ccc3c(c2)C(=O)c2ccccc2C3=O)cc1
?,/,Nc1ccccc1S(=O)(=O)NC1=NCCCCC1
i,/,O=C(O)Cn1nc2c3c(cccc3c1=O)-c1ccccc1-2
?,/,Cc1cc(NCc2ccccc2)c2ccccc2n1
?,/,Cc1cc(=O)oc2c(C)c(OCC(=O)N3CCN(c4ccc(F)cc4)CC3)ccc12
?,/,COc1ccc(S(=O)(=O)NCc2ccc3c(c2)OCO3)cc1C
?,/,CN1CCN(C(=S)NC(=O)/C=C/c2cccc3ccccc23)CC1
?,/,Cc1ccc(OC(C)C(=O)Nc2ccccc2C(=O)NCc2cccnc2)cc1C (stereo unspecified)
?,/,CCOC(=O)NC(=O)COC(=O)Cc1cc(OC)c(OC)c(OC)c1
i,/,Cc1occc1C(=O)n1cnc2ccccc21
?,/,COc1ccc(C(=O)C2CCCN(Cc3cccn3-c3ccc(Cl)cn3)C2)c(OC)c1 (stereo unspecified)
?,/,CCCN1CCN(CCCNC(=O)c2cc3c(s2)-c2c(C)cccc2OC3)CC1

A second format for part of the listing above:
molecule | Lipid storage S3 | Lipid storage S3 cell count max
Cc1cccc(C(=O)Nc2nnc(-c3ccc(C(C)(C)C)cc3)s2)c1 | ? | /
Cc1c(-c2ccco2)[n+](=O)c2c(n1[O-])CCCCC2 | ? | /
O=C(O)c1ccc(NS(=O)(=O)c2ccc3c(c2)C(=O)c2ccccc2C3=O)cc1 | 27.9% | 15.3
Nc1ccccc1S(=O)(=O)NC1=NCCCCC1 | ? | /
O=C(O)Cn1nc2c3c(cccc3c1=O)-c1ccccc1-2 | i | /

(continued)
Lipid storage S3,Lipid storage S3 cell count max,molecule
?,/,O=S1(=O)CCN2C(c3ccco3)=CSC2=N1
-0.7%,-2.2,COc1ccc(CCNC(=O)CC2SC(=NCCc3ccccc3)NC2=O)cc1 (stereo unspecified)
6.9%,-6.2,Cc1oc(-c2cccc(Cl)c2)nc1CN1CCCC(C(=O)NC(C)c2ccc3c(c2)OCCO3)C1 (stereo unspecified)
?,/,O=C(C1CCN(c2nnc(-n3cccc3)s2)CC1)N1CCN(Cc2ccc3c(c2)OCO3)CC1
3.8%,-12.1,O=C(NCC(c1ccco1)N1CCCCC1)c1cccc(NS(=O)(=O)c2ccc(Br)cc2)c1 (stereo unspecified)
8.8%,15.1,COc1ccccc1OCCNC(=O)Nc1cc(F)c(F)cc1Cl
?,/,CCN(Cc1cnn(C)c1)C(=O)c1cc(COc2ccc3c(c2)CCCC3)on1
i,10.2,CC1(c2ccccc2)NC(=O)N(CC(=O)Nc2ccc([N+](=O)[O-])cc2)C1=O (stereo unspecified)
?,/,Nc1c(Cl)ncnc1N/N=C/c1cccnc1
i,/,O=C(C1CC1)N1CCc2cc(Br)cc(S(=O)(=O)NC3CCCCC3)c21
-0.9%,-21.2,CN1CCC2(CC1)N=C(c1ccc(F)cc1)C(=S)N2C(=O)c1ccccc1
?,/,N#Cc1ccccc1S(=O)(=O)N1CCN(C(=O)Cc2coc3cc(O)ccc23)CC1
?,/,O=C(c1ccc(=O)[nH]c1)N1CCN(S(=O)(=O)c2ccc(Cl)cc2)CC1
-0.3%,18.8,CCOCCCNCc1ccc(OC)c(OC)c1
-20.2%,-2.2,Cc1ccc(/C=C/C(=O)O)cc1S(=O)(=O)N1CCCCC1
21.0%,16.8,Cc1ccc(CN2CC(C(=O)N3CCN(c4ccccc4O)CC3)CC2=O)cc1 (stereo unspecified)
?,/,C=CCn1c(SCC(=O)Nc2c(C)n(C)n(-c3ccccc3)c2=O)nc2sc(C)c(C)c2c1=O
?,/,CCOC(=O)CCCCCN1C(=O)c2cccc3cccc(c23)C1=O
?,/,Cc1cc(CN2CCCC(C(=O)Nc3cccc(-n4cccn4)c3)C2)cc(C)c1O (stereo unspecified)
11.5%,6.8,O=C(CCNS(=O)(=O)c1ccc(Br)s1)N1CCN(c2ccccc2)CC1
-11.8%,0.3,C=CCN1CC(c2nc3ccccc3n2Cc2cccc3ccccc23)CC1=O (stereo unspecified)
-1.1%,-3.5,COC(=O)Oc1ccc(/C=N/NC(=O)CN(c2ccccc2Br)S(C)(=O)=O)cc1OC
?,/,COCCCN=C1NN=C(c2cc(C)n(-c3ccccc3F)c2C)CS1
?,/,O=[N+]([O-])c1ccc(-c2cc(-c3ccc(Cl)cc3)n[nH]2)cc1
?,/,O=C(Nc1nccs1)c1ccc(COc2c(F)c(F)cc(F)c2F)o1
?,/,O=C(CN1CCN(C(=O)c2ccco2)CC1)Nc1c2c(nc3c1CCC3)CCCC2
?,/,CSc1ncccc1C(=O)OCC(=O)N(CC(C)C)C1CCS(=O)(=O)C1 (stereo unspecified)
?,/,CCOC(=O)N1CCC(NC(=O)c2cc(S(=O)(=O)N(CC)CC)ccc2F)CC1
?,/,COc1cc(C(=O)Nc2ccc3c(c2)OCCO3)ccc1OC(C)C
6.7%,4.1,NCCCCCc1nnc(SCC(=O)c2ccc(Cl)cc2)o1

Overlap with the part before: four compounds, followed by the next part.
Lipid storage S3,Lipid storage S3 cell count max,molecule
?,/,CSc1ncccc1C(=O)OCC(=O)N(CC(C)C)C1CCS(=O)(=O)C1 (stereo unspecified)
?,/,CCOC(=O)N1CCC(NC(=O)c2cc(S(=O)(=O)N(CC)CC)ccc2F)CC1
?,/,COc1cc(C(=O)Nc2ccc3c(c2)OCCO3)ccc1OC(C)C
6.7%,4.1,NCCCCCc1nnc(SCC(=O)c2ccc(Cl)cc2)o1
-25.5%,/,COc1cc(/C=C/C(=O)NCc2cccnc2)cc(OC)c1OC
?,/,O=C(NS(=O)(=O)c1ccccc1)c1ccccc1O
12.7%,2.2,COc1cccc(NC(=O)c2cc([N+](=O)[O-])ccc2NCc2cccnc2)c1
-2.3%,11.0,COc1ccccc1C(=O)NNC(=O)c1ccccc1F
?,/,O=C(CSc1ccccc1Cl)N1CCOCC1
4.1%,10.9,CCOC(=O)c1c(SC)n(-c2ccccc2)c(=S)n(-c2ccccc2)c1=O
-0.4%,-0.2,CCCNC(=O)c1ccc2snnc2c1
4.6%,-0.4,O=C(Nn1cnnc1)c1cc([N+](=O)[O-])cc([N+](=O)[O-])c1
-3.3%,-17.2,Cn1c(NCCO)nc2c1c(=O)n(Cc1cccc(Cl)c1)c(=O)n2C
8.8%,-9.1,CC(=O)Nc1ccc(NC(=O)Nc2ccc3c(c2)N(C)C(=O)CS3)cc1
27.6%,17.6,O=C(NCc1cccnc1)C(=O)NCC1OCCCN1S(=O)(=O)c1ccc(F)cc1 (stereo unspecified)
?,/,COc1ccc(CC(=O)NC(c2ccccc2)c2ccc(C)cc2)c(OC)c1 (stereo unspecified)
3.3%,-21.1,O=C(Nc1ccc2nc(-c3ccco3)c(-c3ccco3)nc2c1)NC1CC1
?,/,O=C1/C(=C/c2ccc(O)cc2)SC(=S)N1CC1CCCO1 (stereo unspecified)
?,/,CC(=O)c1c(N2CCN(CCO)CC2)nc(=S)n(-c2ccccc2)c1C
-6.3%,-13.4,COc1ccc(NC(=O)CSc2ccc(C)cc2)cc1
?,/,COc1cc(-c2nc(-c3ccc(-c4ccccc4)nc3OC)no2)cc(OC)c1OC
?,/,Cc1ccc(-n2cc(CN(C)Cc3ncc[nH]3)c(-c3cccc(C)c3)n2)cc1
-4.0%,-0.8,CCOC(=O)NN=C1CN(S(=O)(=O)c2ccc(C)cc2)C1
?,/,NNc1nnc(-c2ccccc2)c(-c2ccccc2)n1
i,/,c1ccc(-c2noc(-c3ccc4c(c3)OCO4)n2)nc1
?,/,Cc1n[nH]c(=O)c2ccccc12
?,/,CC(NC(=O)CSc1nc2ccccc2c(=O)n1CCCO)c1ccccc1 (stereo unspecified)
?,/,CC(C)C(NC(=O)C1CCCCC1)C(=O)Nc1ccncc1 (stereo unspecified)
?,/,CN(Cc1ccc(F)cc1)C(=O)c1ccc(NS(=O)(=O)c2ccccc2)cc1
2.4%,-2.9,CSc1cccc(NC(=S)N2CCC(N(C)C3CCCCC3C)CC2)c1 (stereo unspecified)
?,/,CCc1ccc(OCc2n[nH]c(=S)n2C(C)CCCC(C)C)cc1 (stereo unspecified)
?,/,COc1cccc(-c2ccc(NC(=O)C3CCCN(Cc4nccn4C)C3)cc2)c1 (stereo unspecified)

Some of the compounds tested, so the mix of outcomes need not match the whole.
